T cell modulator – T cell immune modulators affecting CD8 T cell-vesicle binding; AID 2052; calls only at 7 µM; 2C CD8+ T cell-vesicle binding, flow cytometry; active compounds read low; 330,000 compounds, 0.068% hits;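 active = response, share of CD8 T cells binding vesicles, and their 90th percentile fluorescence all below set limits, cut at about 80% in these data, passing the limit was not always enough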
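Material: murine 2C transgenic CD8+ T lymphocytes / Also added: QL9-peptide-loaded Drosophila micro-vesicles bearing Ld, ICAM-1 and B7-1 / Schedule: binding step 1.5 h, 37 °C, antibody labelling 20 min, ice / Signal: flow cytometry, PE anti-B7-1 (FL2) versus Alexa647 anti-CD8 (FL8), PFA-fixed / Evaluation: percent CD8+ FL2 mean versus row control / Benchmarks: naked versus QL9-loaded vesicles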
West Nile virus CPE – West Nile virus antiviral activity, cell-based, CPE readout (AID 1621); 290,000 compounds, 0.02% hits; West Nile virus-infected cells, CPE inhibition; higher % means a stronger effect; CPE inhibition, % at 10 µM, or IC50 in µM where a hit was titrated; in the data active = a potency from the dose series; inconclusive = CPE inhibition mostly from about 3.7% at the one dose, without a potency; inactive = the rest, 99 in 100 with CPE inhibition below about 2.2%; note: strong numbers were not always called active
Myeloid diff MLP – promotes myeloid progenitor differentiation | calls only at 10 µM | ER-HoxA9 myeloid progenitors, lysozyme-GFP differentiation, flow cytometry | 360,000 compounds, 1% hits;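 active = normalized GFP-positive differentiation at or above the plate's own cutoff, the solvent-only control mean plus 3 SD; inconclusive = no clear call, values can overlap the other calls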;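 note: cells exposed to compound for four days before flow analysis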
T cell modulator vesicle-bound % – also measured in T cell modulator; calls as there; double positive events, %; measured here: CD8+ vesicle-bound cell fraction;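 binding gate set so that unloaded-vesicle control wells show 10% double positive cells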
Myeloid diff MLP GFP+ MAC1+ % – also measured in Myeloid diff MLP; calls as there; GFP+ MAC1+ double positive, %; measured here: differentiation confirmed by MAC1 staining
* hit, by the source's call; i = inactive; ? = inconclusive; nt = no result given; + = active, no number; & = joins results of further samples; ! = not active in a repeat. Some of the compounds tested; the hit share may differ from the screen's.

SMILES	T cell modulator	T cell modulator vesicle-bound %	West Nile virus CPE	Myeloid diff MLP	Myeloid diff MLP GFP+ MAC1+ %
CSCC[C@H](NC(=O)[C@H](Cc1ccccc1)n1c(=O)[nH]c2ccccc2c1=O)C(=O)N[C@@H](Cc1ccccc1)C(=O)O	i	20.7	-0.5%	i	1.8
COc1cccc(OC)c1OCCNCC1COc2ccccc2O1 (configuration not stated)	i	15.4	-0.1%	i	2.2
CCc1nnc(SCc2cccc(F)c2)nc1CC	i	46.5	-0.9%	i	1.3
CC[C@@]1(O)C(=O)OCc2c1cc1n(c2=O)Cc2cc3c(CN(C)C)c(O)ccc3nc2-1	i	61.4	2.9%	?	nt
CCCCCCCCCC[N+](C)(C)CC/C=C1/c2ccccc2Sc2ccc(Cl)cc21	i	51.8	-0.6%	i	0.6
CCOc1ccc2[nH]c(C(=O)N/N=C/c3cc(OC)c(OC)c(OC)c3)cc2c1	i	23.9	0.4%	i	0.8
COc1ccc2[nH]c(C(=O)N3CCN(c4ccccc4F)CC3)c(C)c2c1	i	34.3	-1.2%	i	1.2
Clc1ccc(CNCCCSc2ncccn2)cc1Cl	i	53.0	-1.3%	i	0.7
COc1ccc(S(=O)(=O)NCCc2ccccc2)c2cccnc12	i	24.0	-0.1%	i	0.7
COc1ccc(C2N(c3ccccc3)C(=O)C2(F)F)cc1OC (configuration not stated)	i	36.7	-0.2%	i	0.4
O=S1(=O)c2ccccc2Nc2ccccc21	i	21.4	0.3%	i	0.6
COc1ccc(C2COc3cc(O)ccc3C2)c(OC)c1O (configuration not stated)	i	18.5	0.2%	?	nt

Some values from the entries so far.
`COc1ccc(C2N(c3ccccc3)C(=O)C2(F)F)cc1OC` (configuration not stated) | West Nile virus CPE: -0.2%
`Clc1ccc(CNCCCSc2ncccn2)cc1Cl` | T cell modulator vesicle-bound %: 53.0

Next part:
SMILES	T cell modulator	T cell modulator vesicle-bound %	West Nile virus CPE	Myeloid diff MLP	Myeloid diff MLP GFP+ MAC1+ %
COC(=O)c1ccc(CNC(=O)Cn2cnnn2)cc1	i	55.0	-0.1%	i	0.3
CC(C)C(=O)NNC(=O)C1CC1(c1ccccc1)c1ccccc1 (configuration not stated)	i	45.3	-0.4%	i	0.6
O=C(Nc1ccccc1-c1ccccc1)c1ccc(=O)[nH]n1	i	36.2	0.2%	i	0.4
COc1ccc(/C=C2\Oc3cc(OCC(=O)N4CCC(C(=O)O)CC4)ccc3C2=O)c(OC)c1	i	18.1	-0.1%	i	1.6
COCCN1C(=O)N[C@@H](CCc2ccccc2)[C@H](C(=O)OC)[C@H]1C	i	6.4	-0.5%	i	1.8
O=C(NC1=NCCS1)c1ccccc1	i	60.7	-0.2%	i	0.6
Cc1ccc(C(=O)NC(C)C2CCCO2)o1 (configuration not stated)	i	17.5	-0.3%	i	0.3
Cc1cc(C)c(S(=O)(=O)NCc2ccccn2)cc1C	i	8.2	-0.3%	i	0.4
CCCCN1C(=O)NC(c2cccc([N+](=O)[O-])c2)C(C(=O)OCC)=C1C (configuration not stated)	i	18.4	-1.0%	i	2.6
O=C(O/N=C/c1ccc(Cl)cc1)C1CCCCC1	i	69.4	-0.4%	i	0.9
COc1ccc(NS(=O)(=O)c2ccc(F)c(Cl)c2)cn1	i	25.8	-0.2%	i	1.6
COc1ccc(NC(=O)[C@@H]2CC=C[C@@H]3CCN(Cc4ccc(Cl)c(Cl)c4)C(=O)[C@@H]32)cc1	i	35.6	-0.6%	i	0.7

Arranged by molar mass (rising): part of the list above.
SMILES	T cell modulator	T cell modulator vesicle-bound %	West Nile virus CPE	Myeloid diff MLP	Myeloid diff MLP GFP+ MAC1+ %
COC(=O)c1ccc(CNC(=O)Cn2cnnn2)cc1	i	55.0	-0.1%	i	0.3
Cc1cc(C)c(S(=O)(=O)NCc2ccccn2)cc1C	i	8.2	-0.3%	i	0.4
COCCN1C(=O)N[C@@H](CCc2ccccc2)[C@H](C(=O)OC)[C@H]1C	i	6.4	-0.5%	i	1.8

Continuation.
SMILES	T cell modulator	T cell modulator vesicle-bound %	West Nile virus CPE	Myeloid diff MLP	Myeloid diff MLP GFP+ MAC1+ %
Cc1ccccc1Oc1nc2c(c(=O)n(C)c(=O)n2C)n1C	i	29.4	0.1%	i	0.3
CCc1ccc(CN2CCC(n3nccc3NC(=O)c3ccccc3C)CC2)cc1	i	20.3	-0.9%	i	5.6
O=C(NC1CCN(Cc2ccccc2)CC1)c1c(Cl)cccc1Cl	i	47.7	-0.3%	i	0.7
COC(=O)C1Cc2ccccc2CN1S(=O)(=O)c1ccc(C)cc1 (configuration not stated)	i	34.0	0.7%	i	0.1
COC(=O)C1CN(C(=O)COc2cccc(C)c2C)c2ccccc2O1 (configuration not stated)	i	63.8	0.2%	i	0.5
O=[N+]([O-])c1ccc(N/N=C/c2cccnc2)cc1	i	56.1	-0.3%	i	0.4
Cc1cc(=O)oc2c(C)c(OCC(=O)N3CC[C@@]4(O)CCCC[C@H]4C3)ccc12	i	18.5	0.7%	i	1.3
COC(=O)c1ccccc1NC(=O)[C@@H]1CCC(=O)N1C1OC(=O)c2c1ccc(OC)c2OC (some centres not stated)	i	32.1	-0.8%	+	9.2*
C=C1CCN([C@@H](CC(C)C)C(=O)N2CCCC2)S(=O)(=O)c2ccccc21	i	30.7	0.0%	i	1.7
CNc1nc(N)c([N+](=O)[O-])c(Nc2ccccc2OC)n1	i	47.0	0.0%	i	0.2
CCOC(=O)c1ccc(NC(=S)N2CCN(CCO)CC2)cc1	i	30.2	0.3%	i	0.5
O=C(Nc1ccc(O)cc1)N1CCOCC1	i	40.5	0.8%	i	0.7

One compound at a time, from the list above.
C=C1CCN([C@@H](CC(C)C)C(=O)N2CCCC2)S(=O)(=O)c2ccccc21 is listed as T cell modulator = i; T cell modulator vesicle-bound % = 30.7; West Nile virus CPE = 0.0%; Myeloid diff MLP = i; Myeloid diff MLP GFP+ MAC1+ % = 1.7
COc1ccc(C2N(c3ccccc3)C(=O)C2(F)F)cc1OC (configuration not stated) is listed as T cell modulator = i; T cell modulator vesicle-bound % = 36.7; West Nile virus CPE = -0.2%; Myeloid diff MLP = i; Myeloid diff MLP GFP+ MAC1+ % = 0.4

New compounds follow
SMILES	T cell modulator	T cell modulator vesicle-bound %	West Nile virus CPE	Myeloid diff MLP	Myeloid diff MLP GFP+ MAC1+ %
Cn1c(=O)c2[nH]c(C3CCCC3)nc2n(C)c1=O	i	40.4	0.9%	i	2.9
COCCNC(=O)c1ccc2c(c1)C(=O)c1ccccc1-2	i	42.3	0.1%	i	1.0
O=C(O)c1cc(-c2ccccc2)n(-c2ccc(Cl)cc2Cl)n1	i	65.0	0.3%	i	0.3
CCn1cc(C(=O)N(C)c2cc(C)ccc2OC)c2cc(OC)c(OC)cc2c1=O	i	21.6	-0.5%	i	0.6
O=[N+]([O-])c1ccc(N2CCN(c3ccc(F)cc3)CC2)cc1	i	64.5	-0.7%	i	0.6
O=C(CSc1nnc(COc2ccccc2)o1)N1CCCCC1	i	22.2	-0.3%	i	0.7
CC(C)(C)C(=O)N(Cc1ccc(Cl)cc1)c1cnccn1	i	61.5	-1.3%	i	0.7
C[N+]1(C)CCC(OC(=O)C(O)(c2ccccc2)C2CCCC2)C1 (configuration not stated)	i	28.2	-0.1%	i	1.4
COc1ccc(S(=O)(=O)c2snnc2C)cc1	i	38.6	-0.7%	i	0.6
COC(=O)CCN1CCC(c2cc(-c3cccc(C(F)(F)F)c3)n[nH]2)CC1	i	55.6	-0.4%	i	0.5
CN(C)CC[C@@H](c1ccc(Br)cc1)c1ccccn1	i	40.0	0.4%	i	2.5
CC(NCc1ccc(S(N)(=O)=O)cc1)C(=O)NCc1ccccc1 (configuration not stated)	i	41.7	0.1%	i	0.8
O=C(CCOc1ccccc1)Nc1ccc(Br)cc1	i	17.2	-0.4%	i	0.3
COc1ccc(C(=O)CCc2ccccc2)cc1	i	20.0	-0.1%	i	0.4
COc1ccc(C(=O)CC(=O)C(=O)Nc2cc(OC)c(OC)c(OC)c2)cc1	i	12.2	0.5%	i	0.6
O=C(NCCCn1ccnc1)c1ccc(OCC(F)(F)F)cc1	i	61.8	-0.3%	i	0.3
CC(C)(C)NC(=O)CN(C(=O)c1snc(C(=O)NC2CCCCC2)c1N)c1ccc(F)cc1	i	21.3	1.1%	i	1.1
COc1cc(C2C(C#N)=C(N)N(N(C)C)C3=C2C(=O)CCC3)cc(OC)c1OC (configuration not stated)	i	36.8	-1.0%	i	0.3
CN(Cc1cnc2nc(N)nc(N)c2n1)c1ccc(C(=O)N[C@@H](CCC(=O)O)C(=O)O)cc1	i	26.5&28.3	0.3%	+!	11.0*!
NS(=O)(=O)c1ccc(CCNC(=O)CNCCc2ccc(C(F)(F)F)cc2)cc1	i	53.3	-0.6%	i	0.5
Cc1cc(C)cc(OC(=O)COc2ccccc2C)c1	i	36.2	-0.6%	i	0.1
N#CCc1ccc(NC(=O)Nc2cccc3ccccc23)cc1	i	34.6	-0.5%	i	1.4
COC(=O)c1c(-c2ccc(OC)cc2)oc2ccc(-c3ccc(OC)nc3)cc12	i	15.8	0.3%	i	1.8
COC(=O)[C@@]1(Cc2ccccc2)C=C[C@@H](C)N1C(C)=O	i	18.7	-0.1%	i	1.2
O=C(NCC(=O)N1CCOCC1)OCc1ccccc1	i	48.6	-0.4%	i	0.6
Cc1ccc(NC(=O)c2ccc(CN3CCN(C)CC3)cc2)cc1Nc1nccc(-c2cccnc2)n1	i	29.1	2.5%	?	nt
CCn1c(/N=C/c2ccc(OC)cc2O)nc2ccccc21	i	42.4	-0.3%	i	0.1
COc1ccc(CCN(C)C2CCCN(S(=O)(=O)N(C)C)C2)cc1OC (configuration not stated)	i	66.1	-0.7%	i	0.4
CCOc1ccc(N2C(=O)CC(Cc3ccccc3OC)C2=O)cc1 (configuration not stated)	i	49.5	0.1%	i	0.5
CCN1CCN(CC(=O)Nc2ccc(OC(F)(F)F)cc2)CC1	i	48.3	-0.3%	i	0.8
CCN1CCN(C(c2ccc(C(F)(F)F)cc2)c2ccc3cccnc3c2O)CC1 (configuration not stated)	i	8.2	?	i	1.1
CCOC(=O)Nc1ccc2c(c1)N(CCCN(C)C)c1ccccc1CC2	i	70.9	-0.3%	i	0.5
Cc1c(C)c2c(OCC(=O)NCc3ccccn3)cc3c(c2oc1=O)CCC(C)(C)O3	i	1.8	-1.0%	i	3.2
N/C(=N\O)c1cn(Cc2ccccc2Cl)c2ccccc12	i	28.0	0.3%	i	3.6
COc1ccc(OC)c(S(=O)(=O)Nc2c(C)n(C)n(-c3ccccc3)c2=O)c1	i	52.8	-1.1%	i	1.3
CCCCNC(=O)N1CCN(c2ccnc3cc(Cl)ccc23)CC1	i	16.2	0.1%	i	1.4
Oc1ccccc1-c1n[nH]c(=S)n1Cc1ccccc1	i	55.0	-0.9%	i	0.7
O=C(O)CCCn1cc(NC(=O)COc2ccc(F)cc2)cn1	i	16.9	0.4%	i	1.9
Nc1nc(NCC(=O)O)nc(NC2CCCCC2)c1[N+](=O)[O-]	i	33.8	0.1%	i	0.7
COc1cccc(CN(C)C(=O)c2ccc(COc3ccc(Cl)cc3)cc2)c1OC	i	18.7	-0.6%	i	0.2
O=C(NCc1ncc(C(F)(F)F)cc1Cl)Nc1ccccc1	i	18.0	-0.3%	i	0.3
COC(=O)C1=C[C@@H](C(=O)OC)[C@@H]2C3=C(C(=O)[C@]2(C)NC(=O)c2ccccc2)[C@H](C)n2c(=O)n(-c4ccccc4)c(=O)n2[C@@H]3C1	i	23.1	-0.5%	i	1.8
O=C(CNC(=O)c1ccccc1F)c1ccc(Br)cc1	i	8.5	-0.2%	i	0.3
CCC1(CC)C(=O)Nc2ccccc21	i	35.4	-0.2%	i	4.1
CCCC[C@H]1COCCS(=O)(=O)N1Cc1cccc(Cl)c1	i	17.3	-1.5%	i	1.4
COc1cccc(CN2CCN(C(=O)c3cccc4ccccc34)CC2)c1	i	55.9	-0.7%	i	0.7
N#CC1=C(N)OC2=C(C(=O)CCC2)C1c1cc2c(cc1Br)OCO2 (configuration not stated)	i	73.6	-0.1%	i	0.2
Cc1cc2oc3ccc(NCCCN4CCOCC4)cc3c(=O)c2cc1C	i	32.2	-0.9%	i	4.2
Cc1noc(C)c1C(=O)Nc1ccc(-n2ccc(C(F)(F)F)n2)cc1	i	15.7	-1.9%	i	0.6
COc1ccc2[nH]c(C(=O)N/N=C/c3ccccc3OC)cc2c1	i	36.8	0.0%	i	0.1
COc1ccc(C2NC(=O)CCC2[N+](=O)[O-])c(OC)c1 (configuration not stated)	i	21.7	-1.1%	i	0.1
Cc1ccc(N2C(=O)N3[C@H]4c5ccccc5OC[C@@H]4[C@@H](c4ccccc4)[C@@]3(C)C2=O)cc1	i	40.6	-1.0%	i	1.6
C[n+]1ccccc1/C=C/c1ccccc1Cl	i	53.8	-1.1%	i	1.8
O=C(/C=C/c1cccc([N+](=O)[O-])c1)c1ccco1	i	40.1	-1.6%	i	0.5
